TRPML3 ag = human mucolipin-3 channel agonism; HEK293 TRPML3-YFP, Fluo-8 calcium fluorescence; 100% = the carbachol control signal; activation, % at 3 µM; actives 0.29% (n = 220,000); Q8TDD5;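 active means activation above its plate's cutoff, the mean activation of the plate's test wells plus 3 SD, cut at about 12% in these data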;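 further: 0% = DMSO only wells and 100% = carbachol wells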
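Test system – HEK293 line with stable expression of human TRPML3-YFP channel · Control set – carbachol 87 µM final as high control (100%), DMSO as low control (0%) · Signal – Fluo-8 calcium dye fluorescence, ex 470-495, em 515-575 nm · Incubation – 1-h 37 °C dye load, 5-s basal, 120-s post-compound reads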
EP2 modulator = modulators of human EP2 prostaglandin E2 receptor. induction, % at 25 µM. AID 940. P43116. EP2-expressing cells, cAMP HTRF FRET, PGE2 co-stimulation. actives 0.83% (n = 260,000);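 active means compounds whose cAMP rise, as percent of the full-agonist control response, exceeds 60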;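 further: rat C6 glioma line stably carrying human EP2 under a CMV promoter; the protocol text gives 20 µM as final concentration; 100% = response of wells given 1 µM PGE2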
Target sequence (P43116 whole entry, looked up): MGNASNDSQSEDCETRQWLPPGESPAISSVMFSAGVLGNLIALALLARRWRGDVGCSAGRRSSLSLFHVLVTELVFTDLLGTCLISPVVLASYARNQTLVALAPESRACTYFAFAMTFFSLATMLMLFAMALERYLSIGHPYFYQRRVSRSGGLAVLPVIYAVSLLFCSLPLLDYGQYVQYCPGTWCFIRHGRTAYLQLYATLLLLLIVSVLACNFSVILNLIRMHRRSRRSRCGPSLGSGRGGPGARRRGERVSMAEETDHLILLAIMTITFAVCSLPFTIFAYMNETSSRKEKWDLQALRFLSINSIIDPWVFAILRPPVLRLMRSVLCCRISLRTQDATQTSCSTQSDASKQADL
S1P4 agonist = human S1P4 receptor agonism; O95977; S1P4-expressing cell line, agonist reporter assay; activation, % at 4.98 µM; actives 0.35% (n = 220,000); AID 1509; in the data active means activation above about 11%;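 further: 0% = DMSO vehicle and 100% = reference agonist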
CHOP inh = blocks CHOP induction under ER stress | inhibition, % at 10 µM | CHO-K1 CHOP-promoter luciferase, tunicamycin-induced, 15-18 h | AID 2732 | actives 3.8% (n = 220,000);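 active means compounds that reduced the stress-induced luciferase reporter signal by more than about 70% of percent inhibition, limit read from the data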;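 further: 0% = tunicamycin plus vehicle and 100% = wells without tunicamycin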
S1P4 antagonist = human S1P4 receptor antagonism. actives 0.26% (n = 220,000). O95977. S1P4-expressing cells, antagonist mode, reporter read-out. inhibition, % at 4.98 µM. AID 1510; in the data active means inhibition above about 29%;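 further: 0% = wells stimulated with agonist and 100% = vehicle wells without agonist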
NPY1 pot ag = potentiates or activates human NPY-Y1 receptor. P25929. activation, % at 3.6 µM. NPY-Y1 expressing cells, potentiator/agonist activation. actives 0.37% (n = 220,000); in the data active means activation above about 33%, passing the limit was not always enough;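 further: cells stimulated with NPY at EC10 then isoproterenol at EC100; 0% = low agonist plus stimulus and 100% = saturating agonist plus stimulus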
TRPN1 ag = zebrafish TRPN1 (NompC) channel agonism; HEK293 zebrafish TRPN1-YFP, Fluo-8 calcium fluorescence; 100% = response to 87 µM carbachol; activation, % at 3 µM; actives 0.18% (n = 220,000); AID 1424;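 active means activation above its plate's cutoff, the mean activation of test wells on that plate plus 3 SD, cut at about 19% in these data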;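 further: 0% = DMSO alone and 100% = 87 µM carbachol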
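System: zebrafish TRPN1-YFP in HEK293 cells / Dosing: 3 µM single point / Timing: dye loading 1 h at 37 °C, then 30 min room temperature / Signal: Fluo-8 calcium fluorescence, excitation 470-495 nm, emission 515-575 nm / Read-out basis: percent activation from peak over basal fluorescence ratio, control-normalized / Control set: high carbachol 87 µM, low DMSO alone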
NPY-Y1 antag = antagonists of human neuropeptide Y receptor Y1 | inhibition, % at 3.6 µM | HEK293-CNG Y1 cells, membrane potential fluorescence; NPY at EC95, then isoproterenol | actives 1% (n = 200,000) | AID 1040;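 active means inhibition above the campaign mean inhibition of all tested compounds plus 3 SD, cut at about 20% in these data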;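 further: 0% = DMSO wells given NPY plus isoproterenol and 100% = isoproterenol alone without NPY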
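Material: HEK293 Y1/CNG channel cell line; also added: NPY (25 nM), isoproterenol (1 µM), Ro 20-1724 (25 µM); doses: one concentration, 3.6 µM, in 0.4% DMSO; schedule: compound incubation 1 h at room temperature, readout 45 min post-stimulation; technique: membrane potential fluorescence; measure: fluorescence ratio normalized to % inhibition between controls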
NPY-Y2 PAM-ag = potentiates or activates human NPY-Y2 receptor; P49146; cells expressing NPY-Y2, potentiator/agonist read-out; activation, % at 3.6 µM; actives 0.45% (n = 220,000); AID 1359; in the data active means activation above about 27%;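 further: cells stimulated with NPY near EC25 plus isoproterenol at EC100; 0% = vehicle plus submaximal agonist and 100% = vehicle plus saturating agonist; some results beyond the cut were filed as inactive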
Target sequence (P49146 whole entry, looked up): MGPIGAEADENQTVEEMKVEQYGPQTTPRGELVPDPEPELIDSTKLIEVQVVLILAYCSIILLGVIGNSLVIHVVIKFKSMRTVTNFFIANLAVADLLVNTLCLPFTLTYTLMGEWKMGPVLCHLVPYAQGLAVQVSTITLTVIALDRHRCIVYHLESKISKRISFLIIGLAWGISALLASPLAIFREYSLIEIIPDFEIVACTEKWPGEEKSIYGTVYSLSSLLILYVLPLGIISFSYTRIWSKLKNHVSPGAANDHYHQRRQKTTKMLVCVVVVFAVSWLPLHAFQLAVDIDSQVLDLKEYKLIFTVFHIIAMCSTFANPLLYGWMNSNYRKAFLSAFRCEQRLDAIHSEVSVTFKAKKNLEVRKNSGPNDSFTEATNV
* marks the source's active call; other numbers are inactive results; · = not tested or not shown. Rows are unselected; overall some 6.5% were active at least once.

SMILES	TRPML3 ag	EP2 modulator	S1P4 agonist	CHOP inh	S1P4 antagonist	NPY1 pot ag	TRPN1 ag	NPY-Y1 antag	NPY-Y2 PAM-ag
Cn1c(CCNC(=O)C2CCCCC2)nc2cc(NC(=O)c3cccs3)ccc21	0.9	-37.2	2.4	-21.6	-10.3	-19.5	2.3	4.5	-7.6
Cc1cc(C)cc(NC(=S)N(C)C)c1	-0.1	-4.7	2.0	-1.1	-3.1	5.8	0.4	·	-10.4
Clc1ccc(-n2cccc2/C=N/n2cnnc2)cc1	0.4	11.4	-2.9	-7.5	-10.2	-5.4	-0.7	-2.8	1.5
O=C(O)/C=C\C(=O)Nc1ccc(N2CCN(c3cccc(Cl)c3)CC2)cc1	0.8	11.0	-1.2	3.9	-2.3	-7.7	0.7	5.9	8.3
COc1cc(/C=N/NC(=O)c2cccc(NC(=O)c3ccccc3Cl)c2)ccc1O	-0.5	-74.9	-0.4	10.4	-2.9	3.0	0.3	6.6	2.5
CC(=O)NC1C(Oc2ccc(C=O)cc2)OC(COC(C)=O)C(OC(C)=O)C1OC(C)=O (stereo not given)	0.7	-3.0	0.4	-11.0	-16.8	-3.1	0.3	-3.0	-1.8
CCOC(=O)Cn1c2ccccc2c2nc(C)sc21	-0.4	10.4	0.9	16.1	-2.4	3.3	-1.3	0.7	-8.3
O=C(NC1CCCCCC1)c1ccc(CN2CCOCC2)cc1	-0.1	11.3	-1.6	-12.0	-9.3	-8.9	1.2	7.2	-22.4
CCOc1ccccc1Oc1coc2cc(OCC(=O)O)ccc2c1=O	0.4	13.5	2.1	22.4	-10.6	6.9	1.7	-1.0	-4.5
COc1ccc(S(=O)(=O)N2CCCCCC2)cc1N	0.5	5.8	-1.6	6.7	-39.8	-5.5	-0.3	2.8	4.4
COc1ccccc1C(=O)NNC(=O)c1ccccc1[N+](=O)[O-]	0.7	21.0	0.7	24.7	-10.2	-2.9	1.6	5.8	10.3
CC(C)CNC(=O)CCCc1ccccc1	0.6	21.3	-2.5	1.7	2.3	-17.1	0.7	-3.6	3.2

Gathered by group: those above containing a halogen (3)
SMILES	TRPML3 ag	EP2 modulator	S1P4 agonist	CHOP inh	S1P4 antagonist	NPY1 pot ag	TRPN1 ag	NPY-Y1 antag	NPY-Y2 PAM-ag
Clc1ccc(-n2cccc2/C=N/n2cnnc2)cc1	0.4	11.4	-2.9	-7.5	-10.2	-5.4	-0.7	-2.8	1.5
O=C(O)/C=C\C(=O)Nc1ccc(N2CCN(c3cccc(Cl)c3)CC2)cc1	0.8	11.0	-1.2	3.9	-2.3	-7.7	0.7	5.9	8.3
COc1cc(/C=N/NC(=O)c2cccc(NC(=O)c3ccccc3Cl)c2)ccc1O	-0.5	-74.9	-0.4	10.4	-2.9	3.0	0.3	6.6	2.5

(further entries)
SMILES	TRPML3 ag	EP2 modulator	S1P4 agonist	CHOP inh	S1P4 antagonist	NPY1 pot ag	TRPN1 ag	NPY-Y1 antag	NPY-Y2 PAM-ag
CCN(CC(=O)Nc1ccc2c(c1)OCCO2)Cc1cc(=O)oc2cc(C)c(C)cc12	0.4	13.4	0.9	5.7	-7.2	-12.7	-0.3	3.6	-2.6
COc1cc(/C=C/c2ccc3cccc(OC)c3n2)c(O)c([N+](=O)[O-])c1	0.8	-4.6	-1.2	93.8*	-5.3	-8.4	0.2	-0.9	5.6
COc1ccc(NS(=O)(=O)c2cn(C)cn2)cc1	-0.9	-24.8	-0.2	-4.9	-2.6	-5.6	-0.8	·	-15.5
CCN(CC)S(=O)(=O)c1cc(C(=O)N2CCc3ccccc32)ccc1Cl	0.7	9.5	2.2	34.8	-11.9	-4.5	1.9	1.4	-8.6
CCOc1ccc(-n2c(Cc3cc(=O)[nH]c(=O)[nH]3)nnc2SC(C)C)cc1	0.5	18.9	0.6	0.1	-19.1	-1.5	-1.2	2.0	3.2
CC(=O)N(Cc1c(C)nn(-c2ccccc2)c1Cl)c1ccc(Cl)cc1	-1.3	-12.5	0.8	2.1	-2.5	-51.0	-2.4	9.0	-7.3
CCOc1ccccc1CN1CCN(Cc2csc(C(C)=O)c2)CC1CCO (stereo not given)	0.2	5.5	-0.1	24.6	-5.4	-8.2	-2.0	2.5	-3.1
Cc1cc(C(=O)NCC2COc3ccccc3O2)c2ccccc2n1 (stereo not given)	1.7	-26.2	1.6	16.1	-18.1	3.1	1.3	5.0	9.2
N#C/C(=C(/O)CN1CCN(c2ccccc2F)CC1)c1nc(-c2ccccc2)cs1	2.6	-40.5	3.7	42.0	-4.8	-1.2	5.5	-2.8	-11.8
CCNc1nc(NCC)nc(SCC(C)=O)n1	-0.1	3.3	2.3	5.0	-9.2	10.5	-0.5	-13.5	5.2
CSc1sc(C(=O)N(C)C)c2c1S(=O)(=O)N(C)c1ccccc1-2	-0.3	11.1	0.0	-2.9	2.8	-0.6	-0.5	·	7.0
Cc1c(Cl)cnc(NC(=O)CSc2nncs2)c1Cl	-0.2	0.7	0.3	8.2	-6.7	-16.8	1.6	-1.5	0.6
CC1CC(C)CN(CCCNC(=O)Cc2c(C(=O)O)n(C)c3ccccc23)C1 (stereo not given)	0.2	8.7	-0.8	-4.5	-2.9	2.5	-0.2	1.7	-0.8
Cc1ccc(NC(=O)C2C(c3ccccc3)C2(Cl)Cl)c(C)c1 (stereo not given)	-0.1	-23.3	0.0	45.2	15.5	19.4	-1.4	7.2	-1.6
CN1CCc2c(sc(NC(=O)c3ccc(S(=O)(=O)N4CCc5ccccc54)cc3)c2C(N)=O)C1	0.1	-81.6	5.0	-25.3	0.2	-7.0	2.8	·	-9.1
CCCCN(C(=O)c1c(C)[nH]c(C(=O)OCC)c1C)c1ccccc1	-1.8	-11.3	-0.6	-4.4	6.6	-2.4	-2.4	5.2	-24.7
O=c1[nH]c(SCCOc2cccc3ccccc23)nc2ccccc12	1.0	-11.8	1.3	38.1	-9.5	4.7	-0.9	4.5	-5.9
CN(C)c1ccc(C2C3C(=O)NC(=O)C3ON2c2ccc(Cl)cc2)cc1 (stereo not given)	-0.1	3.2	1.8	51.6	-6.4	6.8	-0.8	-5.1	16.4
CCc1ccc(OCC(=O)Nc2ccc3c(c2)COC3=O)cc1	-1.9	-4.2	1.8	30.8	4.8	9.2	-1.5	0.3	-39.0
Cc1ccc(/C=N/NC(=O)NN(C)c2ncc(C(F)(F)F)cc2Cl)cc1	0.2	-32.5	2.4	2.7	-26.0	3.3	-0.8	4.9	-5.5
Cc1cc(C)n(S(=O)(=O)c2ccc(C(C)(C)C)cc2)n1	-1.1	7.4	0.6	14.8	-14.1	-22.0	-0.9	5.9	2.2
COC(=O)c1ccccc1NC(=O)CSc1nccn1C	0.5	18.0	0.3	7.6	3.5	19.6	0.2	-0.9	13.5
Cn1nc(C(F)(F)F)c2cc(C(=O)Nc3ccc(F)cc3F)sc21	-0.9	-0.4	-0.3	13.2	-1.7	3.5	-1.5	-0.7	-13.0
COC(=O)c1c(C)oc(C)c1S(=O)(=O)N1CCOCC1	0.6	-33.0	2.4	1.0	10.3	8.2	2.4	·	-5.9
O=C(c1ccc(Cl)cc1)N1CCCC(c2ccccc2)=N1	-1.0	46.2	2.6	50.5	4.0	11.2	-1.3	1.8	15.6
CCOC(=O)N1CC=C2C(C#N)=C(N)C(C#N)(C#N)[C@H](c3ccc(OCC)c(OCC)c3)[C@H]2C1	0.4	3.0	1.7	-4.9	-21.4	-13.4	-0.5	1.5	12.5
Cc1ccc2cc3cc(C(=O)NCCC(C)C)oc3nc2c1	-0.1	-16.5	1.3	25.2	-6.1	-43.5	1.8	-0.2	-4.7
O=C1CCCc2c1[nH]c1ccccc21	0.1	1.3	-0.2	22.8	-16.6	2.6	0.2	-0.3	10.9
Cc1ccc(-n2c(C)nc3c(cnn3-c3ccc(F)cc3)c2=O)cc1C	0.7	3.3	0.2	47.5	-7.5	-9.9	0.3	8.0	-8.3
c1ccc(C[n+]2c(-c3ccccc3)csc2Nc2ccccc2)cc1	1.1	40.2	1.9	3.8	-10.9	-19.9	0.4	0.5	7.7
CCCCN(C(=O)CNC(=O)c1cccs1)C(C(=O)NC1CCCCC1)c1cccnc1 (stereo not given)	3.4	9.8	-0.6	-8.4	-10.5	3.3	1.9	-0.4	3.0
CC(=O)Nc1ccc(OCC(O)Cn2nc(C)nc2C)cc1 (stereo not given)	0.8	18.6	1.0	19.1	-29.7	-8.8	0.8	-1.9	18.9
CCCS(=O)(=O)N1CCC(C(=O)NCCCOCC)CC1	0.2	-4.3	0.4	-5.3	9.2	-24.0	1.6	-0.3	4.4
Cc1nc2c(Cl)cccc2[nH]1	0.4	11.1	-5.5	12.2	-2.6	19.3	-0.3	-3.7	8.5
COc1ccc2c(-c3ccccc3)cc(SCC(=O)N(C)C3CCS(=O)(=O)C3)nc2c1 (stereo not given)	0.0	18.2	-0.9	7.8	-3.3	1.6	0.0	4.6	7.0
COc1cc(NC(=O)c2cc3c(=O)n(C)c4ccccc4c3n2C)cc(OC)c1OC	0.0	16.4	-2.1	33.1	-5.2	-10.4	0.6	10.5	-8.4
COc1ccc(C(=O)[C@H]2[C@H]3C(=O)N(c4ccccc4)C(=O)[C@H]3C3C=CC=NN32)cc1 (stereo not given in full)	0.3	5.5	0.0	2.2	2.5	7.2	0.8	·	12.8
O=C(Nc1ccc(C2SCCS2)cc1)c1ccccc1	0.1	-17.6	0.5	-29.7	10.9	-19.6	2.2	·	-22.7
O=C1CCC(=O)N1OCCOc1ccc2c(c1)CCC2	0.8	13.0	0.2	-18.8	8.0	18.9	0.1	1.8	3.1
CN(C)c1nc(N)nc(CSc2nnnn2-c2ccccc2)n1	1.1	6.6	-1.4	-5.6	-18.2	5.8	-0.3	6.0	-1.9
O=c1c2ccccc2sc2ccc(Cl)cc12	1.3	-17.1	1.3	-1.7	6.0	2.9	0.9	8.8	3.5
COc1ccc(C(=O)Cc2ccc(F)cc2)c(OC)c1	-0.9	0.7	-0.1	-5.2	9.0	-10.9	-1.3	1.0	9.9
COc1ccc(O[C@H]2C=C[C@@H](c3ccccc3)O[C@@H]2COC(=O)CC/C(C)=N/OC[C@@H](O)COCc2ccco2)cc1	-0.8	4.1	-0.7	26.2	14.9	-20.8	-1.3	7.0	-3.0
CN(c1ccc(C(=O)N2CCOCC2)cc1[N+](=O)[O-])C1CCCCC1	0.4	-14.5	-0.3	3.4	-6.3	17.3	0.2	-0.5	-5.7

Sorted by value in S1P4 agonist (highest first): 3 of the compounds above.
| mol | S1P4 agonist |
| --- | --- |
| O=c1c2ccccc2sc2ccc(Cl)cc12 | 1.3 |
| O=C1CCC(=O)N1OCCOc1ccc2c(c1)CCC2 | 0.2 |
| CN(C)c1nc(N)nc(CSc2nnnn2-c2ccccc2)n1 | -1.4 |

Bioassay records (PubChem)
